Screening data deposited in PubChem by several laboratories.
LAP4 TOR yeast = modulators of LAP4-GFP expression in yeast, primary screen, S. cerevisiae, multiplex flow cytometry, MLPCN library; 3 h; median GFP as percent of DMSO wells; GFP response vs DMSO, % at 10 µM; 320,000 tested, 0.34% active;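 active = GFP response vs DMSO above a set limit, about the screen mean plus 3 SD, cut at about 150% in these data; inconclusive = under 70 cell events counted for the yeast strain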
MEP2 TOR yeast = modulators of MEP2-GFP levels in yeast, primary screen, S. cerevisiae, multiplex flow cytometry, MLPCN library. S. cerevisiae MEP2-GFP strain, 3 h; 100% = DMSO control level. GFP response vs DMSO, % at 10 µM. 330,000 tested, 0.51% active;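 active = GFP response versus DMSO above a set limit, roughly screen mean plus 3 SD, cut at about 180% in these data; inconclusive = fewer than 70 cells counted for a yeast strain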;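 also: median GFP fluorescence of the barcode-gated MEP2-GFP cells per well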
AHR activator = AHR activators, primary screen, cell-based, luminescence, luciferase reporter, human; AHR-responsive luciferase reporter cells; activation, % at 5 µM; 320,000 tested, 2.5% active; in the data active = activation above about 47%;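 also: 0% = vehicle wells and 100% = reference agonist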
procasp3 activ = activators of human procaspase-3 D3A mutant, primary screen, biochemical, absorbance, PC-3 D3A mutant, single concentration; recombinant procaspase-3 D3A, Ac-DEVD-pNA absorbance 405 nm; AID 463141, 2010; activation, % at 8.5 µM; 330,000 tested, 0.11% active;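 active = activation above the mean of all tested compounds plus 3 SD, cut at about 21% in these data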;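 also: 0% = DMSO alone and 100% = DMSO wells spiked with extra 5 µM PC-3 D3A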
Target sequence (P42574 whole entry D9A/D28A/D175A): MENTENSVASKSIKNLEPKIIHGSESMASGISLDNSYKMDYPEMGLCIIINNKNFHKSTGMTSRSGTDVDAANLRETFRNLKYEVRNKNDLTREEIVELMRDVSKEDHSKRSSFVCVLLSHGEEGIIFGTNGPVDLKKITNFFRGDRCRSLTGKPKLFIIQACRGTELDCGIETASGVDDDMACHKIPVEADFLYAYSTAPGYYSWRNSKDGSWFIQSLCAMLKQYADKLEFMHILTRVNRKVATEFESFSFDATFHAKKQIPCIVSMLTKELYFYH
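Assay system – Procaspase-3 D3A mutant · Benchmarks – DMSO low control, extra-enzyme high control · Technique – 405 nm absorbance of p-nitroaniline, reads at 0 and 120 min · Doses – 8.5 µM nominal · Measure – % activation between DMSO and enzyme-spiked controls · Also added – Ac-DEVD-pNA chromogenic peptide substrate · Schedule – 1 h compound preincubation, 2 h substrate hydrolysis at 25 °C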
proCasp7 act = procaspase-7 activators, primary screen, counter-screen for procaspase-3 activator project, biochemical, absorbance, HTS, human; AID 463210, 2010; recombinant procaspase-7, Ac-DEVD-pNA absorbance 405 nm; D23A/D198A/D206A triple mutant, cannot self-cleave; scale: DMSO 0, 5 µM enzyme 100; Caspase-7 (Homo sapiens), P55210; activation, % at 8.5 µM; 330,000 tested, 0.093% active;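 active = percent activation above the screen-wide mean plus 3 SD, cut at about 25% in these data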
Target sequence (P55210 whole entry D23A/D198A/D206A): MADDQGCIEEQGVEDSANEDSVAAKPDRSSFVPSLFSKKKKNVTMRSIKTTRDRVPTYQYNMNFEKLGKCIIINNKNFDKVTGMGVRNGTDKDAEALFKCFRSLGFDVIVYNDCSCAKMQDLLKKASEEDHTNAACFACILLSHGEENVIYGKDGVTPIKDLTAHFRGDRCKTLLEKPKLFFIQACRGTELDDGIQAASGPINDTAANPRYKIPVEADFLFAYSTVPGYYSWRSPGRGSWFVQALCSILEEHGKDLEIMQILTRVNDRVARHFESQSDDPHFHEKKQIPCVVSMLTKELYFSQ
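System: Procaspase-7 triple mutant (PC-7 D3A); measure: % activation from two-timepoint absorbance difference, scaled to controls; times: 1 h compound preincubation, 2 h substrate cleavage, 25 °C; also added: Ac-DEVD-pNA substrate, 400 µM as added; measured by: Epi-absorbance of released pNA at 405 nm, two timepoints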
RPL19A-GFP yeast = RPL19A-GFP expression modulators in yeast, primary screen, cell-based, S. cerevisiae, multiplex flow cytometry, MLPCN. 330,000 tested, 0.3% active. percent response vs DMSO, % at 10 µM. S. cerevisiae RPL19A-GFP strain, 3 h; stronger effect = lower value. AID 2025, 2009;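 active = percent response vs DMSO below 50%; inconclusive = fewer than 70 events counted for the yeast strain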;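 also: median channel GFP fluorescence of the barcoded RPL19A-GFP strain; ratio of sample median GFP to plate DMSO average so 100% = DMSO; lower means less RPL19A-GFP as with rapamycin TOR inhibition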
CR mimetic SO = reduction of superoxide in aged yeast, primary screen, HTS; superoxide response (% of plate mean), % at 10 µM; AID 2690, 2010; 330,000 tested, 0.18% active; S. cerevisiae aged cells, superoxide DHE fluorescence; stronger effect = lower value;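 active = superoxide response under a set limit, about three screen SD below normal, cut at about 65% in these data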;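 also: yeast aged for seven days with compound at 30 °C before DHE staining; 100% = average MFI of all compound-treated wells on the plate with controls excluded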
GASC-1 inh = inhibitors of GASC-1 histone demethylase, primary screen, biochemical, fluorescence, DELFIA europium; Lysine-specific demethylase 4C (Homo sapiens), Q9H3R0; GST-JMJD2C(1-420) H3K9me3 demethylation; inhibition, % at 2.35 µM; 330,000 tested, 0.069% active;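 active = more than half of a compound's replicate wells show inhibition beyond 50%, single wells judged on their own value; inconclusive = some, but no more than half, of replicates pass 50% inhibition; inactive = no replicate passes 50% inhibition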;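 also: signal counts dimethyl H3K9 product captured on neutravidin plate; 0% = median of DMSO wells and 100% = 0.3 times that DMSO median; strong numbers were not always called active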
Target sequence (Q9H3R0 1-420 limits assumed): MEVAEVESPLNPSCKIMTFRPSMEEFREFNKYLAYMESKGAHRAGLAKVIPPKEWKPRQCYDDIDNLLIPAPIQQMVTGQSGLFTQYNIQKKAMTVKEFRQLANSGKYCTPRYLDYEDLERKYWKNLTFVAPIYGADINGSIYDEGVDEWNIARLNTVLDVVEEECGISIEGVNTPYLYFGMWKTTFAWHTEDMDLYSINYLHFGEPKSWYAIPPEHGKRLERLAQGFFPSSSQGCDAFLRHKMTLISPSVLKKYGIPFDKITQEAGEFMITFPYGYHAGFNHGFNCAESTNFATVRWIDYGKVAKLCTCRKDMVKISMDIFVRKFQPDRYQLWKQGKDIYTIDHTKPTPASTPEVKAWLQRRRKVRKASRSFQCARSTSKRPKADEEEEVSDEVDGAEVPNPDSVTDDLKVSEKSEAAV
Numbers without * were called inactive; ? = inconclusive; / = no result given; & = joins results of further samples; [ ] = remark or other dose. An unsorted share of the library; 3.8% or so of the library scored in one or more.

SMILES	LAP4 TOR yeast	MEP2 TOR yeast	AHR activator	procasp3 activ	proCasp7 act	RPL19A-GFP yeast	CR mimetic SO	GASC-1 inh
Cc1cc(C)c(C(=O)N(C)CC2CCCN(CCc3ccccc3F)C2)o1 (stereo unspecified)	85.0	96.3	-1.3	-1.9	13.1	102.6	96.5	1.6
CCc1ccc(OCC(=O)NCCc2ccc3c(c2)OCCO3)cc1	108.0	102.2	0.8	-1.2	4.3	100.2	94.6	6.4
O=C(NCCO)c1ccc(Oc2ccc(C(F)(F)F)cc2[N+](=O)[O-])cc1	90.0	99.1	-0.6	8.8	8.0	95.3	89.4	2.4
Cn1c(=O)n(Cc2ccccc2)c(=O)c2c1nc(NCC1CCCO1)n2Cc1ccccc1 (stereo unspecified)	100.2	107.7	-0.2	12.1	6.4	109.9	105.8	-0.5
CC(=O)Nc1cccc(NC(=O)C(=O)NCC(c2ccco2)N2CCc3ccccc3C2)c1 (stereo unspecified)	95.4	101.3	-0.2	2.9	3.3	100.5	98.8	0.2
CC(CC(=O)O)CC(=O)N1CCN(S(=O)(=O)c2cccs2)CC1 (stereo unspecified)	95.5[may fluoresce green]	105.0[may fluoresce green]	0.0	9.9	-5.4	96.5[may fluoresce green]	116.3	-4.4
C/C(CC(=O)N1CCN(C=O)CC1)=N\NC(=O)c1cccc([N+](=O)[O-])c1	106.9	96.8	8.6	3.5	-2.5	99.9	98.9	-27.4
CC(=O)NCCc1ccc(O)cc1	102.1	103.9	0.2	12.9	0.1	99.1	84.2	-5.4
CCOc1ccc2nc(NC(=O)Cc3cccs3)sc2c1	124.2	97.3	33.8	3.6	2.4	93.6	89.4	5.5
CC(=O)NCC(=O)N(C)C(C(=O)Nc1ccc2c(c1)OCCO2)c1ccccc1 (stereo unspecified)	101.0	109.0	15.0	4.9	7.4	100.0	103.7	-2.8
C[C@H](NC(=O)[C@@H]1Cc2ccccc2CN1C(=O)OC(C)(C)C)C(=O)NC1CCCC1	87.3	100.0	-1.8	5.8	-0.1	95.2	100.2	11.1
CCN(CC)CCN(C)Cc1nc(C(c2ccccc2)c2ccccc2)no1	90.4	101.6	0.6	3.6	-5.8	98.5	106.8	-11.4
Fc1ccc(C2c3cccn3CCN2C(=S)Nc2cccc(Br)c2)cc1 (stereo unspecified)	110.3	103.3	-1.0	1.6	-3.2	107.2	101.5	-10.1
O=C(c1cnn2c1NC(c1ccco1)CC2C(F)(F)F)N1CCN(c2cccc(Cl)c2)CC1 (stereo unspecified)	100.2	95.1	0.6	-3.1	10.2	98.8	100.8	-14.3&6.4
COc1cccc(/C=N/n2c(N)nc3ccccc32)c1OC	99.3	99.1	7.7	-8.5	7.0	97.5	87.0	5.9
Cc1cc(OCC(=O)NC2CC(C)(C)NC(C)(C)C2)c2c(C)c(C)c(=O)oc2c1	98.8	103.1	1.7	-3.8	-3.9	97.5	84.9	-2.5
O=C(CSc1nc2nc(-c3cccs3)cc(C(F)(F)F)c2c(=O)[nH]1)Nc1c(F)c(F)c(F)c(F)c1F	114.9	97.7	3.3	-0.7	11.2	98.1	100.2	27.2
CCCCC(=O)NC(=S)Nc1cccc(NC(=O)c2ccco2)c1	99.4	105.6	11.8	-9.4	-9.7	104.7	90.2	-0.4
CCN(Cc1ccccc1)Cc1nc(CCc2ccccc2)no1	89.1	88.2	4.8	-6.1	-4.6	90.2	95.3	-0.7
O=C(O)c1cc2cccc(S(=O)(=O)N3CCCCC3)c2cc1O	99.7	99.7	0.0	5.7	-3.5	103.8	111.3	-2.9
O=C(NCCCO)c1cc2c(cn1)[nH]c1ccccc12	96.5	108.7	/	/	/	109.9	109.7	1.1
CCc1nc(NCC(C)C)c(C#N)c2c1COC(C)(C)C2	113.3	97.5	-1.4	-8.1	7.4	99.4	87.8	12.8
O=C(NCc1cccc(Cl)c1)C1CCN(c2nnc(N3CCCC3=O)s2)CC1	109.8	101.1	1.6	1.3	5.3	95.5	87.5	-11.7
CCCCC(C(=O)N/N=C/c1ccccn1)C(=O)N/N=C/c1ccccn1	103.3	93.0	2.1	-4.0	5.2	93.7	107.4	0.4
Cc1ccc(O)c(NC(=O)c2cccc(S(=O)(=O)N3CCCCC3)c2)c1	93.0	91.1	19.4	-7.3	-0.3	95.9	101.1	16.5
CC(=O)c1ccc(N2C(=O)[C@@H]3C(CCC(N)=O)NC4(C(=O)Nc5c4ccc(Cl)c5C)[C@@H]3C2=O)cc1 (stereo partly specified)	81.9	96.6	23.0	-8.2	9.8	88.1	98.8	8.2
N#CCCNS(=O)(=O)c1ccc(C(=O)OCCCOC(=O)c2ccc(S(=O)(=O)NCCC#N)cc2)cc1	93.9[may fluoresce red]	96.4[may fluoresce red]	2.8	0.6	8.1	?	107.9	-1.3
COc1ccc(NC(=O)CSc2nnc3ccc(-c4ccccn4)nn23)cc1OC	106.0	99.0	-1.7	-2.7	3.6	97.7	107.1	-0.4
COc1cc(N=C2C(=O)N3CCCc4cccc2c43)cc(OC)c1	95.4	94.3	0.4	2.2	2.8	94.5	98.0	10.5
S=c1[nH]c2ccccc2n1Cc1ccccc1	92.2	104.4	-1.4	-12.1	-23.7	103.5	96.0	-15.3
COc1cc(CC(=O)OCC(=O)NC2CCCCCC2)cc(OC)c1OC	96.5	97.9	0.1	7.0	1.2	96.3	108.5	0.3
COc1ccc(-n2nc(C(=O)NCC(=O)Nc3cc(OC)c(OC)c(OC)c3)c3ccccc3c2=O)cc1OC	97.9	93.2	1.1	-3.0	15.2	93.4	109.2	25.5
COc1cc(NC(=O)CN2CCCCC2)c(C)cc1[N+](=O)[O-]	91.5	99.6	2.7	-0.7	2.3	100.2	109.0	-5.4
CCCC(=O)Nc1sc(C)c(-c2ccc(OC)cc2)c1C#N	92.5	90.3	1.1	-2.9	2.4	99.2	89.6	11.0
Cc1ccc(NC(=O)CSc2nc3[nH]ncc3c(=O)[nH]2)cc1	97.4	110.0	22.9	10.1	3.1	105.5	88.4	7.7
Cn1c(-c2sc3cc(C(F)(F)F)cnc3c2-c2ccccn2)n[nH]c1=S	103.2	99.5	-0.3	-13.9	-14.2	104.8	114.7	-9.1
FC(F)(F)c1cccc(N/N=C/c2ccccc2)c1	98.6	97.1	9.8	-9.5	-8.7	96.2	94.0	1.6
c1cc2cn[nH]c2cc1NC1CCCCCC1	89.8	98.3	18.4	-8.9	-7.8	94.5	102.3	4.7
Cc1cc(C)nc(NC(=O)c2cccs2)c1	84.9	109.1	5.8	0.5	17.1	100.7	112.2	-2.4
CCOCCc1c(O)nc(SCC(=O)NCc2ccco2)[nH]c1=O	95.9	100.8	2.2	4.9	-18.4	98.1	115.0	5.3
COc1ccc(NC(=O)c2cccc(NC(=O)C(C)C)c2)c([N+](=O)[O-])c1	91.7	106.2	1.3	3.8	-0.2	100.1	97.3	-2.9
COc1ccc(-n2nc(C(=O)Nc3ccc(OC)c(OC)c3)c3c4ccccc4n(C)c3c2=O)cc1	100.3	101.2	18.8	-1.9	-1.1	96.4	105.6	-5.2
Nc1c(N(CCCO)C(=O)C2CCCC2)c(=O)[nH]c(=O)n1Cc1ccccc1	107.3	98.2	-1.1	-3.5	-7.6	98.1	92.8	2.2
CCCCn1c(SCC(=O)N(CC)C2CCS(=O)(=O)C2)nc2cc(S(N)(=O)=O)ccc21 (stereo unspecified)	93.9	93.9	-0.3	3.4	9.3	97.9	111.1	-4.3
O=C(COc1cccc(C(F)(F)F)c1)Nc1ccc2[nH]ncc2c1	101.8	107.7	7.4	5.7	3.4	102.8	95.9	-18.0
NC(=O)c1ccccc1NC(=O)c1ccc2c(c1)OCO2	93.6	98.6	38.6	4.6	-0.5	98.0	104.0	-2.1
Cc1sc2nc(COC(=O)c3ccc(N4CCCC4)c([N+](=O)[O-])c3)[nH]c(=O)c2c1C	114.5	111.4	3.1	-8.5	-8.9	102.2	109.0	-3.5
Cc1ccc(C(=O)NCCNC(=O)Cc2ccccc2)cn1	93.5	102.8	-2.0	-4.7	-2.8	101.3	83.7	3.7

Given field by field: part of the list above.
Molecule: Cc1sc2nc(COC(=O)c3ccc(N4CCCC4)c([N+](=O)[O-])c3)[nH]c(=O)c2c1C
  LAP4 TOR yeast = 114.5
  MEP2 TOR yeast = 111.4
  AHR activator = 3.1
  procasp3 activ = -8.5
  proCasp7 act = -8.9
  RPL19A-GFP yeast = 102.2
  CR mimetic SO = 109.0
  GASC-1 inh = -3.5
Molecule: CCCCn1c(SCC(=O)N(CC)C2CCS(=O)(=O)C2)nc2cc(S(N)(=O)=O)ccc21 (stereo unspecified)
  LAP4 TOR yeast = 93.9
  MEP2 TOR yeast = 93.9
  AHR activator = -0.3
  procasp3 activ = 3.4
  proCasp7 act = 9.3
  RPL19A-GFP yeast = 97.9
  CR mimetic SO = 111.1
  GASC-1 inh = -4.3

Later entries.
SMILES	LAP4 TOR yeast	MEP2 TOR yeast	AHR activator	procasp3 activ	proCasp7 act	RPL19A-GFP yeast	CR mimetic SO	GASC-1 inh
Cc1ccc(C(OCC(O)CNC(C)c2ccccc2)c2ccccc2)cc1 (stereo unspecified)	104.7	108.0	-2.8	5.8	7.0	121.2	85.8	3.7
COc1cc(N)ccc1-c1cc2ccccc2oc1=O	85.5	97.8	17.0	-8.8	4.7	96.5	98.2	6.9
COc1cc2c(c(OC)c1CC=C(C)C)C[C@H](c1ccc(O)cc1O)CO2	109.4	107.5	1.6	7.2	-0.3	99.9	96.1	-1.0
Cc1cccc2nc(CNc3ccc(F)cc3)cn12	97.0	101.5	35.9	5.9	0.2	99.0	117.7	-3.4
O=C1NC(c2ccccc2)=C(c2ccccc2)C1=O	95.3	100.4	0.4	-12.4	11.2	94.5	108.2	7.5
COc1cccc(C(=O)c2sc(NC(C)C)nc2N)c1	114.2	109.2	29.2	-4.8	-6.6	113.6	91.0	4.3
CCCOCCc1nnc(N)s1	100.9	96.8	0.3	2.1	3.8	98.5	81.9	0.1
Cc1cc(C)cc(N(CC(=O)Nc2ccccc2C(=O)N2CCOCC2)S(C)(=O)=O)c1	109.0	97.4	-1.3	4.6	2.1	109.1	105.1	11.1
COC(=O)COc1cccc(NC(=O)c2ccccc2)c1	94.5	103.2	1.5	5.2	4.7	98.7	92.8	0.8
O=C(c1cc2nc(-c3ccc(Cl)cc3)cc(C(F)(F)F)n2n1)N1CCOCC1	97.7	96.0	4.4	4.0	3.1	103.2	106.9	-12.2
COc1cccc2sc3ccc(C#Cc4ccc(N)cc4)cc3c(=O)c12	103.5	96.1	-1.1	5.1	-3.9	97.7	108.3	-0.1
O=C(O)C1CCN(c2ncccn2)CC1	89.0	94.4	-2.8	6.1	12.0	92.9	104.1	-0.4
